MLLE-PAM2 inh – inhibitors of microRNA-mediated deadenylation, human PABP1 MLLE binding; P11940; GST-MLLE / FITC-PAM2 fluorescence polarization; inhibition, % at 20 µM; 360,000 tested, 0.36% active; in the data active means inhibition above about 35%, passing the limit was not always enough;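 further: plate controls were DMSO wells with GST-MLLE for no effect and wells lacking GST-MLLE protein for full effect; some results filed as inactive read as strong as hits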
CSN deneddyl inh – CSN deneddylation inhibition; Purified CSN, SCF-Nedd8-OG deneddylation, fluorescence polarization; inhibition, % at 12.5 µM; 360,000 tested, 0.38% active; AID 651999;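 active means pattern-corrected inhibition above about 35%, with an unprinted fluorescence ratio check between 0.5 and 1.5, limit read from the data, passing the limit was not always enough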;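 further: 0% = enzyme with substrate and 100% = substrate without enzyme; some results filed as inactive read as strong as hits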
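Material: purified human Csn5 enzyme expressed in HEK293T cells / Medium: Tris buffer pH 7.5, NaCl, DTT, Tween-20, trehalose, ovalbumin / Compound dosing: 12.5 µM single point / Schedule: 90 min incubation of compound, enzyme and substrate at room temperature / Signal: fluorescence polarization of the substrate / Control set: no-enzyme wells high, enzyme-with-substrate wells low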
STEP inh – STEP (human) phosphatase inhibition. P54829. recombinant STEP, OMFP fluorogenic substrate, fluorescence. 360,000 tested, 0.25% active. inhibition, % at 20 µM;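 active means inhibition at 20 µM, scaled per plate between control wells, above about 37%, limit read from the data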;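 further: 0% = DMSO with enzyme and substrate and 100% = substrate only without enzyme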
Target sequence (P54829 whole entry, looked up): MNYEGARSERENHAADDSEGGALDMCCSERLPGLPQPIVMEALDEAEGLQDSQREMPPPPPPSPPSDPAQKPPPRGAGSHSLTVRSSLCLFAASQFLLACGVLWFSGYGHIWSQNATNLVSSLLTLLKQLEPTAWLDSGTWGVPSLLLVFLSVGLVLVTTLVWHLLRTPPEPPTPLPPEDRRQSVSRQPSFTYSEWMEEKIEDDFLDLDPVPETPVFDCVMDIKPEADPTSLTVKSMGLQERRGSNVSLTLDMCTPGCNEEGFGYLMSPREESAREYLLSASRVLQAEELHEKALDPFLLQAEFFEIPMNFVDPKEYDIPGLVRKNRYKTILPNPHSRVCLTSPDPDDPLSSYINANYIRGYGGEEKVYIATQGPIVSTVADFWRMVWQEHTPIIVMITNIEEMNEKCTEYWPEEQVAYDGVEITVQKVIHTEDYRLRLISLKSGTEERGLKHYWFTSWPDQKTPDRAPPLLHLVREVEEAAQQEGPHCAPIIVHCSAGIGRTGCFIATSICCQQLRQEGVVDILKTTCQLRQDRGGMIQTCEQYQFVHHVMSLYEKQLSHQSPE
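Assay system: isolated STEP enzyme. Buffer or medium: pH 6.0 Bis-Tris with DTT and Tween 20. Also added: fluorogenic phosphatase substrate OMFP at 25 µM final. Dosing: 20 µM, 1% DMSO. Timing: 20 min reaction, room temperature, in the dark. Measured by: fluorescence intensity, excitation 480 nm, emission 540 nm. Evaluation: normalized % inhibition.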
NadD inh – inhibitors of Staphylococcus aureus NadD. inhibition, % at 20 µM. 360,000 tested, 0.78% active. AID 602399. purified NadD enzyme, colorimetric absorbance read-out; in the data active means inhibition above about 26%; further: some compounds past the cut are filed as inactive
LMPTP inh – LMPTP (human) inhibition. inhibition, % at 20 µM. recombinant LMPTP-A, OMFP fluorogenic substrate, fluorescence intensity. P24666. 360,000 tested, 0.22% active;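 active means compounds that cut the enzyme signal by at least half of the control window in the single-dose screen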;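 further: plate controls were DMSO wells with enzyme plus substrate for no effect and substrate without enzyme for full effect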
Target sequence (P24666 whole entry, looked up): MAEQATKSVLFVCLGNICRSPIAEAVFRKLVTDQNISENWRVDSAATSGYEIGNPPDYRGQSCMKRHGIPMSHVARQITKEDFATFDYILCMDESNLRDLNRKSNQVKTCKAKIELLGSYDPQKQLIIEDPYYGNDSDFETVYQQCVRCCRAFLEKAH
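Test system: LMPTP-A, protein tyrosine phosphatase of low molecular weight; Input: 0.625 nM enzyme; Incubation: 50 min dark incubation at room temperature; Signal: endpoint fluorescence intensity from OMFP dephosphorylation; Read-out basis: % inhibition versus control wells.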
SUMO1-SIM PPI – modulators of human SUMO1-mediated protein-protein interactions | P63165 | inhibition, % at 20 µM | AID 602429 | 360,000 tested, 0.33% active | SUMO1 binding to a labelled peptide, TR-FRET, 1 h; in the data active means inhibition above about 37%
Scp1 inh – inhibitors of human Scp-1 phosphatase. 340,000 tested, 0.88% active. inhibition, % at 20 µM. Recombinant Scp1, phosphopeptide, malachite green phosphate absorbance;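 active means inhibition above about 50% at 20 µM, limit read from the data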;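 further: plate controls were DMSO wells with enzyme for no effect and wells lacking enzyme for full effect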
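Test system: SCP-1 catalytic domain; Buffer or medium: Acidic Tris acetate buffer with magnesium and detergent; Also added: Phosphorylated 17-residue peptide substrate; Compound: single 20 µM dose, 1% DMSO; Schedule: enzyme reaction 45 min at room temperature, colour 5 min, stabilisation 30 min; Signal: Phosphate-binding colour reagent, absorbance read at 630 nm.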
Rpn11 inh – Rpn11 (human) deubiquitinase inhibition; human 26S proteasome, Ub4-pepOG fluorescence polarization; 20S core pre-blocked with epoxomicin; calls only at 20 µM; 360,000 tested, 0.59% active; O00487; AID 588493;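 active means inhibition at 20 µM, scaled to each plate's controls, above about 33%, limit read from the data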
Target sequence (O00487 whole entry, looked up): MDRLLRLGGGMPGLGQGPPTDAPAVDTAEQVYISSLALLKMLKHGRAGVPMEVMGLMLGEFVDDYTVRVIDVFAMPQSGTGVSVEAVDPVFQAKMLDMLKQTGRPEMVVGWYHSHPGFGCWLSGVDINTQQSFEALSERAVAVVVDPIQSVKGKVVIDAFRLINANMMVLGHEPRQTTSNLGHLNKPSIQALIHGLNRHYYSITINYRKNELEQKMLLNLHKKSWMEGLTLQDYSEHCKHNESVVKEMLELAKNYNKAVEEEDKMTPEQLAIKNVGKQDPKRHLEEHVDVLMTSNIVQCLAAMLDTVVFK
Tb MetRS inh – Trypanosoma brucei MetRS inhibition | purified T. brucei MetRS, ATP depletion, Kinase-Glo luminescence | inhibition, % at 11.9 µM | 360,000 tested, 0.4% active;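 active means inhibition above a per-plate cutoff of the control wells' mean inhibition plus 3 SD, cut at about 5.5% in these data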;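 further: 0% = DMSO wells median and 100% = median of wells with control inhibitor compound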
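Dosing: 11.9 µM compound single dose, 0.9% DMSO; Assay system: purified T. brucei MetRS enzyme; Measured by: Kinase-Glo luciferase luminescence reporting remaining unconsumed ATP; Schedule: 15 min plus 2 h at 25 °C.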
DNMT1 block – blocks human DNA methyltransferase DNMT1 | DNMT1 molecular beacon, Hinp1I cleavage, fluorescence | P26358 | inhibition (reported as % activation of signal), % at 10 µM | 360,000 tested, 0.83% active | AID 588458; in the data active means inhibition above about 50%
* = called active by the depositor; i = inactive; . = no result given. Compounds were not picked by outcome; overall some 3.6% were active at least once.

smiles	LMPTP inh	NadD inh	Tb MetRS inh	Scp1 inh	Rpn11 inh	CSN deneddyl inh	STEP inh	SUMO1-SIM PPI	DNMT1 block	MLLE-PAM2 inh
NC(=O)Cn1cc(C(=O)C(=O)N2CCOCC2)c2ccccc21	0.0	-0.7	-0.2	-2.0	i	4.3	0.5	1.1	0.4	6.5
CC[C@H](C)[C@H](NC(N)=O)C(=O)Nc1ccc2c(c1)OCO2	0.8	2.4	-0.4	-7.1	i	6.7	0.3	-0.4	-1.1	-2.2
CCN1CCN(C(c2ccc(C(F)(F)F)cc2)c2ccc3cccnc3c2O)CC1 (stereo not drawn)	-3.0	7.9	-1.7	-12.3	i	-2.1	1.7	-17.3	-3.8	40.6*
CC(=O)NC(c1cc(Cl)c2ccccc2c1O)C(C)C (stereo not drawn)	1.0	-2.3	-0.3	-9.8	i	-0.2	-2.0	-4.4	0.5	-3.7
CCCCNC(=O)c1onc(CSc2cccc(OC)c2)c1C(=O)O	4.0	-3.2	-0.2	-13.9	i	1.7	-1.1	2.8	-1.0	-4.3
CC(C)CC(=O)Nc1ccc2c(c1)oc1ccccc12	1.3	-3.5	-0.9	-0.4	i	2.6	-1.2	-0.2	-0.3	14.8
CCOc1ccc(N2CC(C(=O)Nc3cccc(S(=O)(=O)NC4=NCCC4)c3)CC2=O)cc1 (stereo not drawn)	-1.1	-1.3	-0.1	-12.6	i	-4.4	-2.6	5.1	-3.4	-13.2
O=C(Nc1ccc2c(c1)OCO2)C1CCN(c2ccc(S(=O)(=O)N3CCOCC3)cc2)CC1	1.0	3.1	0.0	-2.7	i	1.0	-0.2	-3.3	-4.6	-18.1
Cc1cccc(CS(=O)(=O)Cc2ccc(C(=O)NC(C)c3ccccc3)o2)c1 (stereo not drawn)	0.2	-1.0	-0.1	-9.6	i	-3.0	0.8	-3.3	1.5	7.1
COc1cc(C(=O)NCc2ccc(F)cc2)cc(Cl)c1OC	-1.8	1.0	0.2	-11.6	i	1.7	0.3	3.4	-0.2	17.7
O=C(CCCCCn1c(=S)[nH]c2ccc(N3CCOCC3)cc2c1=O)NCc1ccc2c(c1)OCO2	8.7	11.5	0.3	-6.2	i	4.1	3.6	-4.0	-0.2	-65.2
COc1ccc(-c2nc3cnccn3c2Nc2ccc3c(c2)OCO3)cc1	1.5	3.6	-0.1	-5.8	i	2.2	-0.3	-12.2	-7.5	-7.1
COc1cc(/C=C2\C(=N)N3N=C(S(C)(=O)=O)SC3=NC2=O)ccc1OS(=O)(=O)c1ccc(C)cc1	1.4	16.9	-0.3	68.8*	i	5.0	2.9	14.1	-0.5	-22.6
O=C(O)c1cccc(Sc2ccc(Br)cc2C(=O)O)c1	-3.0	0.1	-0.4	-5.0	i	-2.7	0.3	10.0	9.3	5.8
COc1cc2c(cc1OC)C(=Cc1ccc(N(C)C)cc1)C=C2	6.0	0.2	-0.2	-7.7	i	6.5	-0.2	-3.5	-14.5	-25.9
Cc1ccc(Cl)cc1NC(=O)Cn1nc(-c2cccs2)ccc1=O	0.5	-0.2	0.4	-7.4	i	5.4	1.6	-19.2	-1.6	-1.2
Cc1ccccc1C(=O)NNC(=S)NC(=O)c1cccnc1	-0.5	6.5	-1.1	-3.9	i	-6.1	-2.9	3.0	-1.7	16.7
COc1ccc(C2(C)NC(=O)N(CC(=O)NCCC3=CCCCC3)C2=O)cc1OC (stereo not drawn)	-0.9	0.3	-0.2	-6.0	i	0.5	-5.0	-1.9	-0.2	-22.1
O=C(O)C1C2C=CC3(O2)C1C(=O)N1c2ccccc2COC13 (stereo not drawn)	1.2	3.6	-0.2	-7.0	i	-4.4	-1.0	-0.4	2.5	-14.7
COc1ccc(C(=O)c2ccccc2C(=O)c2ccccc2)cc1	-1.2	-5.3	-0.1	-5.3	i	-2.2	2.3	-1.1	0.8	-1.4
CCOc1cc(C(F)(F)F)cnc1/C(N)=N/O	-1.7	-6.0	-1.0	-7.9	i	3.1	1.6	5.4	-0.2	-8.9
S=c1[nH]nc([C@@H]2C[C@H]2c2ccccc2)n1-c1ccccc1Cl	0.6	-2.8	0.1	-11.4	i	1.1	1.0	3.9	2.5	-6.1
COc1ccccc1C(c1nnnn1C(C)(C)C)N1CCCc2ccccc21 (stereo not drawn)	-0.2	-3.9	-1.4	-1.9	i	0.9	0.4	-0.6	-0.1	7.5
CCCCC(NC(=O)c1ccccc1)C(=O)OCC(=O)N1c2ccccc2Sc2ccccc21 (stereo not drawn)	3.0	3.2	0.0	-16.0	i	4.9	0.7	-2.6	-6.2	-8.0
Cc1ccc(CCC(=O)Nc2ccccc2C(=O)O)o1	0.5	3.2	-0.4	-4.5	i	-0.8	0.3	0.3	1.2	-4.8

As a short view, part of the list above:
smiles	LMPTP inh	NadD inh	Tb MetRS inh	Scp1 inh	Rpn11 inh	CSN deneddyl inh	STEP inh	SUMO1-SIM PPI	DNMT1 block	MLLE-PAM2 inh
COc1ccccc1C(c1nnnn1C(C)(C)C)N1CCCc2ccccc21 (stereo not drawn)	-0.2	-3.9	-1.4	-1.9	i	0.9	0.4	-0.6	-0.1	7.5
CCCCC(NC(=O)c1ccccc1)C(=O)OCC(=O)N1c2ccccc2Sc2ccccc21 (stereo not drawn)	3.0	3.2	0.0	-16.0	i	4.9	0.7	-2.6	-6.2	-8.0
Cc1ccc(CCC(=O)Nc2ccccc2C(=O)O)o1	0.5	3.2	-0.4	-4.5	i	-0.8	0.3	0.3	1.2	-4.8

Later entries:
smiles	LMPTP inh	NadD inh	Tb MetRS inh	Scp1 inh	Rpn11 inh	CSN deneddyl inh	STEP inh	SUMO1-SIM PPI	DNMT1 block	MLLE-PAM2 inh
O=C(NCC(c1ccco1)N1CCCC1)c1cc(=O)[nH]c2ccccc12 (stereo not drawn)	-0.5	-4.5	-0.3	-10.4	i	-0.8	-1.6	-4.1	3.6	-2.6
CC[C@]12c3[nH]c4cc(CCC(=O)N(C)C)ccc4c3CCN1C(=O)[C@@H](CC(=O)NCCN1CCOCC1)C[C@@H]2C(=O)N1CCN(C(=O)c2ccco2)CC1	-10.3	-2.2	-1.0	6.5	i	5.5	-0.6	-5.5	3.1	3.2
O=C(c1cccc(S(=O)(=O)N2CCOCC2)c1)N1CCCc2ccccc21	0.6	0.0	-1.0	-7.8	i	5.4	1.6	-2.9	7.7	2.2
O=C(OCc1ccccc1)N1CCCCC1c1c(Cl)cccc1Br (stereo not drawn)	2.3	4.9	-0.6	.	i	-1.5	1.7	11.1	7.5	10.8
CC(C)c1ccc(NC(=O)Nc2nnc([C@H]3C[C@H](O)[C@@H](CO)O3)s2)cc1	-1.2	-2.0	0.0	.	i	2.1	-1.0	5.7	1.3	3.8
Nc1ccccc1-c1nnc(SCc2ccccc2F)[nH]c1=O	2.5	9.1	-0.1	5.6	i	4.7	3.6	-3.4	-1.3	-3.8
O=C(CN(Cc1ccccc1)C(=O)CNS(=O)(=O)c1ccc(F)cc1)NCc1ccco1	-0.9	-1.5	-0.1	3.5	i	-0.2	1.3	2.1	0.5	16.9
O=C1CCC(=O)N1c1ccccc1-c1ccccc1	-6.2	3.8	-0.2	-9.6	i	-1.2	8.0	-1.4	1.9	-7.2
NC1=NC(c2ccc(Cl)cc2)C(C(=O)c2ccccc2)N1 (stereo not drawn)	-0.2	-2.2	-0.1	-0.8	i	-1.7	-1.6	-1.3	2.7	-0.7
Cc1ccc(Nc2nc(N)nc(CN3CCN(Cc4ccc5c(c4)OCO5)CC3)n2)cc1	-1.8	-3.7	-1.2	-7.3	i	2.5	1.8	-1.6	-1.9	-14.4
Nc1cc(-c2ccc(Br)cc2)nn1Cc1ccccc1	2.1	-5.3	0.0	5.5	i	4.5	-3.5	1.8	-0.2	22.5
COc1ccc(-n2cc(C(=O)Nc3cc([N+](=O)[O-])ccc3OC)c3ccccc3c2=O)cc1	0.5	2.0	-0.6	-9.4	i	-9.8	0.0	-5.2	-5.0	-1.6
CC(C)C1N(S(=O)(=O)c2ccccc2)CCN1S(=O)(=O)c1ccccc1	0.3	-0.1	-0.7	-3.5	i	-2.2	-2.5	2.6	-4.4	-5.5
O=S(=O)(NCc1ccccn1)c1ccccn1	-0.7	-5.2	-0.4	-2.3	i	1.6	-3.8	4.4	-0.9	0.9
O=C(NCc1cccc(Br)c1)C1CC(c2ccccc2C(F)(F)F)=NO1 (stereo not drawn)	0.1	-4.7	0.3	-3.5	i	-1.8	-3.7	-1.8	1.5	-12.7
Cc1ccccc1N1CC(C(=O)Nc2nnc(SCC(=O)Nc3nccs3)s2)CC1=O (stereo not drawn)	-0.6	40.4*	-0.2	2.8	i	4.6	0.2	15.8	-4.4	6.3
COc1ccc2nc(SCC(=O)Nc3ccc(S(=O)(=O)Nc4onc(C)c4C)cc3)[nH]c2c1	-0.6	-1.5	-0.9	2.1	i	0.5	-0.2	16.4	2.7	-0.5
O=C(COC(=O)/C=C/c1ccc(F)cc1)NC1CC1	-0.8	-3.2	-0.6	4.8	i	-4.8	0.0	-8.8	4.6	1.1
Cc1cccc(-n2nc3c(c2NC(=O)c2ccco2)CS(=O)C3)c1C (stereo not drawn)	-2.4	-3.1	-0.3	-10.6	i	1.4	-4.5	5.2	2.8	-8.4
O=C(N/N=C/c1c(Cl)nc2ccccn2c1=O)c1cccnc1	-1.8	0.5	-0.2	-9.0	i	2.1	-2.4	-11.3	5.9	7.3
N#CCCN(C(=O)COC(=O)c1ccc(CNS(=O)(=O)c2ccc(F)c(Cl)c2)cc1)c1ccc(F)cc1	1.9	-7.8	0.6	-12.9	i	-2.4	-0.9	-1.7	-11.0	0.3
C/C(NCc1ccccc1)=C(\C#N)C(=O)NCc1ccccc1	-1.1	0.6	-0.4	-14.9	i	-5.1	7.3	0.3	-2.8	12.7
O=C(Cc1ccc(Cl)cc1)NC1CC1	1.0	-7.3	-1.3	-5.3	i	3.3	-2.0	-0.8	-3.2	-9.2

Screening results as filed in PubChem.
